HTT ATP protect – Huntington cell model cytoprotection by ATP luminescence; PC12 HTT-Q103 induced, cytoprotection, ATP luminescence, 40 h; Potency, µM (top dose mostly 56.4 µM), inactives show cytoprotection (ATP increase), actives largely listed as activators; 230,000 compounds, 0.14% hits;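 note: % of control where 0% means no effect; nearly all actives have a fitted effect of over 45% in size; toxic huntingtin expression switched on by the ecdysone agonist tebufenozide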
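ATP quantification (ATPlite) reports survival of PC12 cells in which tebufenozide, 100 nM final, switches on Htt exon 1 with 103 glutamines linked to GFP; compounds are titrated.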
GAA glycogen – GAA glycogen-cleavage inhibition or activation | recombinant GAA, glycogen substrate, Amplex Red glucose oxidase fluorescence | Potency, µM (series often up to 76.4 µM), without a hit: at the highest dose activity change, negative = inhibition, usual class: inhibitors | 300,000 compounds, 0.38% hits | P10253;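 note: 0% = full enzyme reaction and -100% = no-enzyme basal signal; the screen sought inhibitors and activators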
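Natural-substrate format: glycogen cleavage by 4 nM human enzyme, glucose read by Amplex Red coupling (Ex 573, Em 610 nm). Normalized to enzyme and no-enzyme controls.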
aGlu spleen mod – inhibitors or activators of human alpha-glucosidase in spleen homogenate. P10253. human spleen homogenate, 4-MU-alpha-glucoside fluorescence. Potency, µM (series often up to 79.9 µM), inactives show top-dose activity change, negative = inhibition, actives largely listed as inhibitors. 240,000 compounds, 0.006% hits;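 note: 0% = enzyme with vehicle and -100% = no enzyme basal signal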
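Compounds were titrated against alpha-glucosidase in spleen homogenate at pH 5.0, with 1 mM 4-methylumbelliferyl substrate for 40 min at 37 C. Reactions were quenched with pH 10 NaOH/glycine and fluorescence measured.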
GAA inh – alpha-glucosidase (human) inhibition | Potency, µM (titrated, usually from 76.9 µM), for the others: at the highest dose activity change, negative = inhibition, hits mostly inhibitors | purified human GAA, 4-MU-alpha-glucoside fluorescence | P10253 | 200,000 compounds, 0.005% hits;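 note: plate controls were uninhibited enzyme wells for no effect and no-enzyme background for full effect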
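Endpoint fluorogenic read: 20 min room-temperature reaction of 4 nM human alpha-glucosidase with 400 uM 4-methylumbelliferyl-alpha-D-pyranoside, pH 5.0, quenched with 1M NaOH/1M glycine pH 10. AC50 from Hill modeling.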
HttQ103 aggreg – reduces HttQ103-GFP aggregates in PC12 cells. Potency, µM (top dose mostly 46.1 µM), for the others: at the highest dose activity change, negative = inhibition, actives largely listed as inhibitors. 220,000 compounds, 1.1% hits. PC12 HttQ103-GFP aggregates, Acumen cytometry, 40 h; note: % is set by controls: 0 for no effect and ±100 for the full control effect; nearly all actives have a fitted effect of over 60% in size
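PC12 cells with ecdysone-inducible HTT exon1 Q103-GFP, induced by 100 nM tebufenozide, given compounds in a concentration series. GFP aggregates (1–25 um, 6 SD above background) counted in lysates by laser-scanning cytometry, 488 nm excitation.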
RGS12 GoLoco inh – RGS12 GoLoco-Gai1 interaction inhibition. P63096. Gai1:RGS12 GoLoco peptide FP, rhodamine, 10 min. Potency, µM (series often up to 61.6 µM), inactives show top-dose activity, negative = inhibition, most hits filed as inhibitors. 230,000 compounds, 0.44% hits. AID 880; active = well fitted inhibition curve with a large enough effect, not every such curve was filed as active; inactive = no such curve, though single readings can be large or run the other way; note: % is set by controls: 0 for no effect and ±100 for the full control effect; nearly all actives have a fitted effect of over 30% in size; many of its hits are not listed in these tables
Target sequence (P63096 whole entry, looked up): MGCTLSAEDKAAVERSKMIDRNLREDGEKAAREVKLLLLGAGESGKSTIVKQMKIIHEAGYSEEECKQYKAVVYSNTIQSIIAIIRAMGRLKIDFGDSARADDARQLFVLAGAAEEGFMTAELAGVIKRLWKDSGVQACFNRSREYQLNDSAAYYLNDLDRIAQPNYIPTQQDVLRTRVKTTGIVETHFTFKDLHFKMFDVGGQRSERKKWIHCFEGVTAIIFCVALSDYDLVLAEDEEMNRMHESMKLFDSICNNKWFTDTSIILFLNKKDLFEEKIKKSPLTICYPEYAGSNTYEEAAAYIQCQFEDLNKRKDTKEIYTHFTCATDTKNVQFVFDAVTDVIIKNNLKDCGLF
IMPase Li inh – membrane-permeable IMPase blocker, potentiated with lithium; Potency, µM (highest dose often 59.4 µM), inactives show top-dose activity, negative = IMPase inhibition, usual class: inhibitors; CHO-M1 cells, IP1 TR-FRET (IP-One), carbachol + lithium; 210,000 compounds, 0.35% hits;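 note: IP1 builds up when IMPase is blocked and the TR-FRET signal falls; plate controls were basal vehicle for no effect and high inhibitor control for full effect; nearly all actives have a fitted effect of over 50% in size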
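Lithium-sensitised IP1 accumulation assay; M1-expressing CHO cells treated 30 min at 37C with compound. Competitive antibody detection by time-resolved FRET followed a 10 min room-temperature lysis step.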
An asterisk follows results filed as active; ? = inconclusive; nt = no result given; [ ] = remark or other dose. Unless noted, calls come from the whole dose curve; as a rule, active = well fitted curve in the direction sought with a large enough effect; inconclusive = small, poorly fitted or top-dose-only effect, or another doubt; inactive = no such curve, though single readings can be large; an effect the other way counts as inactive or inconclusive. Potency is the fitted concentration of half-maximal effect. A portion of the library; the hit share may differ from the screen's.

mol,HTT ATP protect,GAA glycogen,aGlu spleen mod,GAA inh,HttQ103 aggreg,RGS12 GoLoco inh,IMPase Li inh
O=C(CCc1ccccc1)NN1C(=O)C2C3C=CC(C3)C2C1=O (centres undefined),-26%,-10%,6%,9%,16%,9%,0%
O=c1[nH]nc(Cc2ccccc2)c2ccccc12,6%,2%,3%,-7%,21%,-17%,19%[38.3 µM]
COc1ccc(C=C(C(C)=O)C(C)=O)cc1OC,-16%[10 µM],6%,-5%,?,-18%,-7%,1%
Cc1ccc([N+](=O)[O-])c2c1C(N1CCCC1)C(C)(C)O2 (centres undefined),0%,25%,nt,-11%,24%,-4%,4%
CCOC(=O)c1c(NC(=O)c2cnn3c2NC(c2cccc(OC)c2)CC3C(F)(F)F)sc2c1CCCC2 (centres undefined),-6%[10 µM],-5%,4%,-2%,3%,-1%,-17%
Cc1onc(-c2c(F)cccc2Cl)c1C(=O)Nc1cccc2nsnc12,-10%,-4%,6%,0%,-16%,7%,10%[38.3 µM]
CCCCn1cnc2cc(NCc3ccncc3)ccc21,1%[10 µM],-11%,-3%,-6%,-5%,2%,3%
CCOC(=O)c1ccccc1NS(=O)(=O)c1ccccc1,4%,-5%,-4%,1%,-10%,1%,26%[38.3 µM]
COCCn1c(SCC(=O)c2cccc(OC)c2)nnc1-c1ccco1,-15%[10 µM],-1%,-13%,-2%,6%,-4%,-3%[38.3 µM]
Cc1c(NS(=O)(=O)c2ccc3c(c2)CCN3C(=O)C2CC2)c(=O)n(-c2ccccc2)n1C,-12%,6%,-1%,8%,1%,12%,2%[38.3 µM]
Cc1ccc(-n2nc(C)c(=O)c(-c3ccccc3)c2NC(=O)C(C)C)cc1,-6%[10 µM],1%,-3%,nt,9%[9.22 µM],4%,nt
NC(=O)Nc1ccc(C(=O)OCC(=O)Nc2ccc(Cl)cn2)cc1,22%[10 µM],7%,0%,nt,-1%[9.22 µM],2%,nt
CC(C)Cc1nnc(NC(=O)CCC(=O)NC2CCCc3ccccc32)s1 (centres undefined),5%[1.9 µM],-5%,-7%,0%,8%,6%,-6%
CCNC(=S)N(CCc1c(C)[nH]c2ccc(C)cc12)Cc1cc(OC)c(OC)c(OC)c1,nt,-8%,-5%,-3%,13%,-6%,20%
COCCN1C(=O)C(=O)/C(=C(/O)c2cccc(OC)c2)C1c1ccc(C)o1 (centres undefined),-13%,-3%,4%,-3%,?,-13%,5%[38.3 µM]
Cc1cc(C)nc(SCCS(=O)(=O)Cc2ccc(Cl)cc2)n1,-10%[10 µM],0%,-8%,-2%,-2%,3%,5%
COC(=O)c1ccccc1NC(=O)CCCn1nc([N+](=O)[O-])cc1C,-34%,5%,-3%,1%,8%,-13%,?
CCN(CC)C(=O)Nc1ccc(C(=O)OC)cc1,-23%,-7%,4%,-9%,13%,8%,2%[38.3 µM]
Cc1cc(C)cc(NC(=O)C2CCCN(c3nccc(C)n3)C2)c1 (centres undefined),0%[1.9 µM],6%,0%,-9%,-23%,-6%,18%[38.3 µM]
O=C(OCc1ccco1)c1cccnc1,-27%,5%,-1%,2%,4%,3%,-6%
O=C(NCc1ccccc1)c1sc(=S)n2c1[nH]c(=O)c1ccccc12,22%,-1%,-2%,2%,?,5%,-7%[38.3 µM]
O=C(c1ccco1)N1CCN(Cc2nnnn2CCc2ccccc2)CC1,23%,-7%,-5%,-3%,3%,-10%,-4%[38.3 µM]
COc1ccc(-n2c(C)nc(N)c2C(=O)c2ccccc2)cc1,-4%[10 µM],6%,3%,nt,-7%[9.22 µM],5%,nt
COC1(C)CC2C(CC1OC(=O)c1cc([N+](=O)[O-])cc([N+](=O)[O-])c1)C2(C)C (centres undefined),-9%[10 µM],-1%,-8%,-5%,-6%,-11%,1%
COCCCn1c(SCC(=O)Nc2ccc(NC(=O)c3ccco3)c(OC)c2)nc2ccccc2c1=O,-6%[1.9 µM],4%,-3%,-8%,-4%,1%,6%
COC(=O)CSc1ccccc1C(=O)OC,1%,-7%,1%,-8%,1%,-26%,28%[38.3 µM]
CCOc1cc(NC(=O)C2CCCO2)c(OCC)cc1NC(=O)C1CC1 (centres undefined),-14%,-9%,3%,-6%,3%,31%[activator],22%[38.3 µM]
COC(=O)C1=C(C)NC(=O)NC1c1ccc(-c2ccc(F)cc2)o1 (centres undefined),14%,-3%,-3%,-2%,5%,6%,-3%
Cc1cc(S(=O)(=O)N2CCN(c3ccccc3C)CC2)ccc1F,16%[0.074 µM],0%,-10%,-5%,?,-15%,19%[38.3 µM]
CCCC[P+](CCCC)(CCCC)Cc1ccc(NC(=O)[C@@H](Cc2ccc3ccccc3c2)NC(=NC2CCCCC2)NC2CCCCC2)cc1,-15%,nt,-8%,nt,nt,4%,45%[activator]

Four entries out of the list, sorted by heavy-atom count, low to high:
mol,HTT ATP protect,GAA glycogen,aGlu spleen mod,GAA inh,HttQ103 aggreg,RGS12 GoLoco inh,IMPase Li inh
Cc1cc(C)nc(SCCS(=O)(=O)Cc2ccc(Cl)cc2)n1,-10%[10 µM],0%,-8%,-2%,-2%,3%,5%
O=C(c1ccco1)N1CCN(Cc2nnnn2CCc2ccccc2)CC1,23%,-7%,-5%,-3%,3%,-10%,-4%[38.3 µM]
Cc1c(NS(=O)(=O)c2ccc3c(c2)CCN3C(=O)C2CC2)c(=O)n(-c2ccccc2)n1C,-12%,6%,-1%,8%,1%,12%,2%[38.3 µM]
CCCC[P+](CCCC)(CCCC)Cc1ccc(NC(=O)[C@@H](Cc2ccc3ccccc3c2)NC(=NC2CCCCC2)NC2CCCCC2)cc1,-15%,nt,-8%,nt,nt,4%,45%[activator]

Later entries.
mol,HTT ATP protect,GAA glycogen,aGlu spleen mod,GAA inh,HttQ103 aggreg,RGS12 GoLoco inh,IMPase Li inh
CC(C)n1cc(CN2CCCC(CO)(Cc3cccc(Cl)c3)C2)cn1 (centres undefined),8%,-7%,-6%,2%,-18%,-18%,19%
O=C(NCC1CCCO1)C(=Cc1cccc([N+](=O)[O-])c1)C(=O)NCC1CCCO1 (centres undefined),?,-7%,-2%,1%,?,-1%,-11%
CCC(Sc1nc2ccccc2c(=O)[nH]1)C(=O)O (centres undefined),6%,4%,-4%,1%,5%,1%,0%[38.3 µM]
CCc1ccc(OCC(=O)NC(=S)Nc2ccc(S(=O)(=O)NC3CCCCC3)cc2)cc1,6%,5%,-3%,-8%,-21%,13%,22%[38.3 µM]
Cc1ccc2c(c1)c1nnc(SCC(=O)N3CCN(c4ccc(F)cc4)CC3)nc1n2CC(=O)O,-5%[10 µM],8%,-8%,1%,2%,2%,-3%
CC(=O)c1c(C(C)=O)c(C)n(Cc2ccc(Cl)cc2)c1C,5%,6%,-8%,-6%,?,11%,40%[activator][38.3 µM]
COc1ccc(-n2c(SCC(=O)NCc3cccs3)nnc2-c2ccoc2C)cc1,-8%[10 µM],-3%,-14%,-4%,-21%,-1%,28%[38.3 µM]
Cc1cccc(NC(=O)c2sc3nc(-c4ccc(F)cc4)cn3c2C)n1,?,3%,0%,1%,13%,13%,14µM*
CCn1cc(C(=O)NC(C)C2CC3CCC2C3)cn1 (centres undefined),nt,-1%,-5%,-7%,10%,4%,-2%
COC(=O)c1ccccc1NC(=O)CN(c1ccc(OC)cc1)S(C)(=O)=O,13%[10 µM],-11%,0%,-6%,-8%,3%,15%
Cc1ccc(C)c(N2CCN(C(=O)Cc3cn(C)c4ccccc34)CC2)c1,-13%,10%,0%,3%,?,5%,4%[38.3 µM]
O=[N+]([O-])c1ccc(O)c(C=Nc2ccc3c(c2)OCCO3)c1,10%[10 µM],1%,14%,0%,3%,-14%,-2%
CSCCC(NC(=O)c1ccc([N+](=O)[O-])cc1Cl)C(=O)OCC(=O)NCC(F)(F)F (centres undefined),14%[1.9 µM],17%,-6%,0%,23%,4%,6%
CSc1nsc(SC)c1C(N)=O,-3%[10 µM],0%,3%,2%,-19%[9.22 µM],8%,nt
CC(=O)/C=C(\C)Nc1ccc(-c2cnc(-c3ccccc3)o2)cc1,-52%[inhibitor],-31%,9%,?,18%,-7%,8.9µM*
COc1ccccc1C(=O)ON=C1c2ccccc2-c2ccccc21,-5%[10 µM],-2%,9%,1%,-10%,-7%,-4%
S=c1[nH]nc(-c2ccn[nH]2)n1-c1ccccc1Cl,-24%[10 µM],-25%,-8%,nt,-33%[9.22 µM],-9%,nt
O=C1N(Cc2cccnc2)C[C@@H]2C[C@@H](c3ccc4nsnc4c3)N3CCC[C@@]123,7%[10 µM],2%,0%,nt,-6%[9.22 µM],7%,7%
Cc1ccc(S(=O)(=O)N(C)C)cc1NC(=O)CCc1c[nH]c2ccccc12,-31%[inhibitor],2%,-3%,5%,6%,5%,7%
Cc1ccc(C(=O)NNC(=S)Nc2cccc3ccccc23)s1,-96%[inhibitor],-27%,-5%,-1%,nt,nt,nt
O=C(O)Cc1ccc(NS(=O)(=O)c2c(Cl)cccc2Cl)cc1,-12%[10 µM],29%,2%,?,0%[9.22 µM],8%,4%
CN1N=C(C(C)(C)C)CSC1=Nc1ccc(F)cc1,-4%[10 µM],2%,2%,-9%,-3%[9.22 µM],6%,nt
O=C(CCC(=O)c1cccs1)OCC(=O)c1ccc(Cl)s1,-16%[10 µM],-9%,2%,?,3%,3%,-28%[38.3 µM]
Nc1nc(NCc2ccccc2)nc(-c2ccccc2)n1,-21%[10 µM],-3%,-7%,0%,22%,-1%,16%[38.3 µM]
CCOc1ccc(C(=O)Nc2ccccc2N2CCOCC2)cc1,-27%,0%,-2%,7%,-4%,-3%,0%[38.3 µM]
C/C(=N\Nc1nc(Cl)c(Cl)cc1Cl)c1ccc(S(=O)(=O)NCc2ccco2)cc1,33%[10 µM],4%,0%,8%,6%,-1%,8%
O=C(Nc1cccc2ccccc12)c1ccccc1NS(=O)(=O)c1cccc2cccnc12,5%[10 µM],5%,-2%,-7%,29%,7%,6%
Cc1ccc(NC(=O)C2CCCN(S(=O)(=O)c3c(C)noc3C)C2)nc1 (centres undefined),-8%,0%,2%,1%,-2%,3%,-5%[38.3 µM]
CCCc1cc(-n2cnc3ccccc32)n2c(nc3ccccc32)c1C#N,6%,-2%,-14%,0%,?,27%,21%[38.3 µM]
O=C(Oc1ccccc1N1CCOCC1)c1ccccc1,1%[10 µM],-8%,-3%,nt,2%[9.22 µM],4%,nt

High-throughput results as filed in PubChem.
